Compound activity deposited in PubChem BioAssay by several laboratories.
West Nile antiviral: West Nile virus antiviral activity, cell-based, CPE readout (AID 1621) | West Nile virus-infected cells, CPE inhibition; higher % means a stronger effect | 290,000 tested, 0.02% active | CPE inhibition, % at 10 µM, or IC50 in µM where a hit was titrated; in the data active = a potency from the dose series; inconclusive = CPE inhibition mostly from about 3.7% at the one dose, without a potency; inactive = the rest, 99 in 100 with CPE inhibition below about 2.2%; note: strong numbers were not always called active
HEK293 NOD2/NF-kB: NOD2 signaling inhibitors, cell-based, luminescence, uHTS, HEK293 (AID 1566); HEK293 NOD2/NF-kB luciferase reporter, luminescence; higher % means a stronger effect; one-dose inhibition, % at 4 µM; EC50 in µM for titrated hits; 290,000 tested, 0.63% active; note: many of its hits are not listed in these tables
HIV fusion peptide: cell-free HIV fusion peptide-binding blockers – biochemical, uHTS, fluorescence dequenching, primary screen (AID 1986); cell-free peptide binding, fluorescence dequenching, 30 min; higher % means a stronger effect; 290,000 tested, 0.3% active; one-dose inhibition, % at 20 µM; IC50 in µM for titrated hits; in the data active = inhibition mostly above about 52%, no sharp cut-off; inactive = mostly below about 76%; note: some results filed as inactive read as strong as hits
NS5 inhibitors: flavivirus cap methylation enzyme inhibition – biochemical, confirmation dose response, primary screen (AID 588689). Dengue-2 NS5 methyltransferase capping enzyme assay, biochemical; higher % means a stronger effect. inhibition, % at 25 µM; hits with a dose series show IC50 in µM. 340,000 tested, 0.3% active; in the data active = a potency from the dose series; inconclusive = inhibition above about 29% without an active follow-up result
AID2073: inhibitors of Mint1-CaV2.2 protein interaction, biochemical, HTRF (AID 2073); one-dose inhibition, % at 20 µM; IC50 in µM for titrated hits; 290,000 tested, 0.19% active; HTRF protein-protein interaction, Mint1-CaV2.2; higher % means a stronger effect; in the data active = inhibition mostly above about 51%, no sharp cut-off; inconclusive = no clear call, values can overlap the other calls; inactive = mostly below about 53%; note: some results filed as inactive read as strong as hits
KOR beta-arrestin-1: kappa opioid receptor blockers – cell-based, luminescence, uHTS (AID 1778) | KOR beta-arrestin recruitment, luminescence, antagonist mode; higher % means a stronger effect | one-dose inhibition, % at 10 µM; IC50 in µM for titrated hits | 290,000 tested, 0.091% active; note: strong numbers were not always called active
NOD1 inhibition: inhibition of NOD1-driven NF-kB reporter – cell-based, luminescence, uHTS, primary screen (AID 1578); NOD1-driven NF-kB luciferase reporter cells, luminescence; higher % means a stronger effect; inhibition, % at 4 µM; hits with a dose series show EC50 in µM; 290,000 tested, 1% active; in the data active = inhibition mostly above about 36%, no sharp cut-off; inactive = mostly below about 34%;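 note: HEK-293T reporter cells stimulated with the NOD1 agonist gamma-tri-DAP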
KOR beta-arrestin-2: kappa opioid receptor activators – cell-based, luminescence, uHTS, primary screen (AID 1777); KOR beta-arrestin recruitment, luminescence; higher % means a stronger effect; activation, % at 10 µM, or EC50 in µM where a hit was titrated; 280,000 tested, 0.02% active; in the data active = activation above about 50%, passing the limit was not always enough; note: a part of the inactive calls stands beside numbers as strong as those of hits
Yfh1-depleted yeast: mitochondrial function rescue without frataxin homolog – Friedreich's ataxia, plus single-dose screen, dose response (AID 1465) | S. cerevisiae Yfh1-off respiration, WST-1 reduction, 72 h; higher fold induction means a stronger effect | fold induction at 50 µM, or EC50 in µM where a hit was titrated | 220,000 tested, 0.074% active;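 active = fold induction of absorbance versus untreated yeast above a set limit, then at least 30% activation at any dose in follow-up; inconclusive = repeats straddling the limit, or above it without dose testing; inactive = fold induction below the set limit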;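 note: activators that raise dye reduction in frataxin-depleted yeast; strong numbers were not always called active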
NS5 inhibitors pilot replicate: further read-out of NS5 inhibitors, marked with its call; inhibition, %; measured here: pilot screen replicate inhibition
Numbers without * were called inactive; i = inactive; ? = inconclusive; / = not tested or not shown; [ ] = another dose, or the depositor's remark. Cut-off read from the data, not from the text of the source, unless noted: active = inhibition above about 50%; inactive = the rest. An excerpt; count on the stated rates, not on these rows.

SMILES	West Nile antiviral	HEK293 NOD2/NF-kB	HIV fusion peptide	NS5 inhibitors	AID2073	KOR beta-arrestin-1	NOD1 inhibition	KOR beta-arrestin-2	Yfh1-depleted yeast	others
CCOC(=O)N1CCC(N2CCN(c3ccccc3)CC2)CC1	-0.5%	-1%	1.9%	-4%	5%	-39%[20 µM]	-3%	12%	/
O=C(NCCc1c[nH]c2ccccc12)[C@@H]1C[C@H]1[C@@H](NP(=O)(c1ccccc1)c1ccccc1)c1ccccc1	-0.8%	16%	1.6%	/	-4%	19%	8%	-1.0%	i
COc1ccc(N2CCN(C(c3cc(OC)ccc3OC)c3nnnn3Cc3ccco3)CC2)cc1 (configuration not stated)	-0.6%	-7%	0.9%	19%	-21%	21%	-43%	-4.0%	i
O=C(Nc1nnc(-c2ccncc2)o1)C1CCCCC1	0.2%	16%	-0.1%	3%	14%	10%	-4%	0.9%	i
Cc1cc(C)cc(N=Cc2c(O)c3ccccc3oc2=O)c1	-0.6%	1%	0.8%	1%	21%	15%	-27%	5.4%	i
CCOc1ncccc1C(=O)OCC(=O)N1CCN(S(=O)(=O)c2ccccc2)CC1	-0.5%	1%	1.8%	-6%	1%	7%	3%	2.5%	i
C/C(=N\NC(=O)c1cccc(Cl)c1)c1cccc(NC(=O)C(C)C)c1	0.0%	-12%	-1.2%	3%	2%	-29%	-38%	2.5%	i
CCCn1nc(C(=O)Nc2ccc(S(=O)(=O)Nc3nccs3)cc2)c2ccccc2c1=O	0.5%	10%	15%	1%	1%	4%	4%	-5.4%	i
CCOc1ccccc1CN1CCN(CC2CC2)CC1CCO (configuration not stated)	-0.5%	-16%	0.7%	-5%	5%	-15%	-10%	-0.5%	/
COc1ccc(C(=O)NCC(=O)N2CCN(c3ccc(Cl)cc3)CC2)cc1	-0.8%	15%	0.7%	-1%	20%	-17%	2%	-3.1%	/
C#CCOCCOCCOCCNc1nc(N2CCN(C(=O)[C@H](CCCCN)n3cc([C@@H](N)CC(C)C)nn3)CC2)nc(N2CCN(C(=O)[C@H](Cc3cc4ccccc4[nH]3)n3cc([C@@H](N)Cc4ccc(O)cc4)nn3)CC2)n1	-0.4%	16%	-0.8%	-4%	29%	-4%	-26%	5.4%	i
Cc1ccc(S(=O)(=O)N2CCOC23CCN(C(=O)c2ccc(Cl)cc2Cl)CC3)cc1	0.8%	17%	1.3%	-16%	-1%	20%	-26%	-0.4%	/
Cc1ccc(C)c(S(=O)(=O)NCCCn2ccnc2)c1	-0.8%	-15%	-0.3%	-1%	8%	-21%	-14%	0.9%	i
NC(=O)C1=C[C@@H](C2CCCCC2)C[C@@H](OCCCCO)O1	-0.3%	1%	-1.0%	0%	0%	-12%	-42%	-0.5%	i
Cc1cccc(C)c1NC(=O)NCCSc1snnc1C	-0.2%	-10%	0.6%	-5%	-5%	13%	-30%	3.7%	i
COc1cc(NC(=S)NC(=O)c2cccs2)ccc1NC(=O)C(C)C	-0.7%	6%	-2.1%	-4%	1%	-37%[20 µM]	31%	0.3%	i
CCOc1ccc(-c2nc3ccccc3c(=O)o2)cc1	-0.2%	-79%	3.0%	-8%	21%	26%	-65%	22%	i
COCCC1CCCCN1C(=O)c1ccc(OC)c(OC2CCN(C(C)=O)CC2)c1 (configuration not stated)	-0.1%	2%	2.4%	0%	0%	17%	-8%	-0.7%	/
CCN(CC)Cc1csc2ccc(Br)cc12	1.1%	7%	-2.2%	-4%	3%	-22%	-2%	4.5%	i
Cc1ccc(S(=O)(=O)N2CCOCC2)cc1C(=O)NC(=S)N1CC(C)CC(C)C1 (configuration not stated)	-0.1%	11%	2.1%	7%	-20%	15%	5%	-4.3%	i

Entries listed so far that contain an NH in an aromatic ring (2):
SMILES	West Nile antiviral	HEK293 NOD2/NF-kB	HIV fusion peptide	NS5 inhibitors	AID2073	KOR beta-arrestin-1	NOD1 inhibition	KOR beta-arrestin-2	Yfh1-depleted yeast	others
O=C(NCCc1c[nH]c2ccccc12)[C@@H]1C[C@H]1[C@@H](NP(=O)(c1ccccc1)c1ccccc1)c1ccccc1	-0.8%	16%	1.6%	/	-4%	19%	8%	-1.0%	i
C#CCOCCOCCOCCNc1nc(N2CCN(C(=O)[C@H](CCCCN)n3cc([C@@H](N)CC(C)C)nn3)CC2)nc(N2CCN(C(=O)[C@H](Cc3cc4ccccc4[nH]3)n3cc([C@@H](N)Cc4ccc(O)cc4)nn3)CC2)n1	-0.4%	16%	-0.8%	-4%	29%	-4%	-26%	5.4%	i

Back to the main list, repeating the six entries before the break.
SMILES	West Nile antiviral	HEK293 NOD2/NF-kB	HIV fusion peptide	NS5 inhibitors	AID2073	KOR beta-arrestin-1	NOD1 inhibition	KOR beta-arrestin-2	Yfh1-depleted yeast	others
Cc1cccc(C)c1NC(=O)NCCSc1snnc1C	-0.2%	-10%	0.6%	-5%	-5%	13%	-30%	3.7%	i
COc1cc(NC(=S)NC(=O)c2cccs2)ccc1NC(=O)C(C)C	-0.7%	6%	-2.1%	-4%	1%	-37%[20 µM]	31%	0.3%	i
CCOc1ccc(-c2nc3ccccc3c(=O)o2)cc1	-0.2%	-79%	3.0%	-8%	21%	26%	-65%	22%	i
COCCC1CCCCN1C(=O)c1ccc(OC)c(OC2CCN(C(C)=O)CC2)c1 (configuration not stated)	-0.1%	2%	2.4%	0%	0%	17%	-8%	-0.7%	/
CCN(CC)Cc1csc2ccc(Br)cc12	1.1%	7%	-2.2%	-4%	3%	-22%	-2%	4.5%	i
Cc1ccc(S(=O)(=O)N2CCOCC2)cc1C(=O)NC(=S)N1CC(C)CC(C)C1 (configuration not stated)	-0.1%	11%	2.1%	7%	-20%	15%	5%	-4.3%	i
COc1ccccc1CC(=O)N(CCC#N)CCC#N	0.1%	13%	3.7%	0%	-2%	15%	2%	3.4%	i
COc1ccc(C2(CN(C(C)=O)C(C)=O)CCCC2)cc1OC	-0.5%	3%	-0.7%	-4%	-1%	9%	-9%	-7.7%	i
Cc1cccc(C)c1NC(=O)Cn1nnc(-c2ccc(CN3CCC(C)CC3)cc2)n1	-0.2%	-2%	-0.9%	-4%	10%	-8%[20 µM]	-21%	-2.2%	i
Fc1ccc(C2=NN(c3ccccc3)C(c3ccco3)C2)cc1 (configuration not stated)	-0.2%	17%	-0.9%	-1%	15%	17%[20 µM]	4%	/	i
O=c1cc(-c2ccccc2)[nH]n1-c1nc2ccccc2[nH]1	-0.4%	-80%	-1.1%	-2%	28%	12%	42%	-9.3%	?
COc1ccc(NC(=O)CN(C)C(=O)Cc2ccc3c(c2)CCC3)cc1	0.0%	4%	1.3%	4%	-11%	-4%	-16%	-2.6%	/
CCOc1ccc(N2C(=O)Nc3ccccc3C2(O)C(=O)NCc2ccccc2)cc1 (configuration not stated)	0.8%	3%	-1.3%	1%	11%	-12%	-18%	2.0%	i
CCOC(=O)N1CCN(Cc2oc(CO)cc(=O)c2O)CC1	-0.1%	-5%	1.5%	2%	14%	-7%	1%	3.3%	i
O=C(CCCn1cnc([N+](=O)[O-])n1)Nc1ccc(Cl)c(Cl)c1	-0.7%	18%	1.6%	-4%	-6%	-17%	14%	-0.5%	i
CC(=O)c1ccc(NC(=O)C(C)NCc2ccc(Cl)cc2)cc1 (configuration not stated)	-0.7%	7%	2.0%	-9%	7%	22%	8%	-8.7%	i
Cc1nn(CCC#N)c2[nH]c(=O)cc(C(F)(F)F)c12	0.3%	9%	-0.4%	-5%	7%	-17%	-34%	-5.6%	i
CCN=C1SC(C(=O)Nc2cccc(C(=O)O)c2)CC(=O)N1CC (configuration not stated)	0.5%	-4%	-2.8%	6%	7%	-53%	-8%	/	i
CC1CCCCN1C(=O)CCNC(=O)Cn1cnc2ccccc2c1=O (configuration not stated)	0.3%	-18%	-1.2%	2%	6%	2%	-28%	-1.9%	/
COc1ccc(CNC(=O)C(C)NC(=O)c2cc3ccccc3o2)cc1 (configuration not stated)	0.2%	1%	1.6%	-2%	12%	6%	-22%	-4.1%	i
CC(=O)c1ccc(N2CCN(Cc3nc(Cc4ccccc4)no3)CC2)cc1	-1.4%	-6%	0.0%	/	1%	2%[20 µM]	-31%	/	i
COc1ccc(-n2c(Cc3cccn3C)nnc2SCC(=O)N2CCCC2)cc1	-0.3%	9%	2.0%	-4%	-12%	-10%	/	-0.5%	i
O=C1NC(c2ccccc2)C(C(=O)c2cccs2)=C1O (configuration not stated)	0.7%	-5%	0.3%	0%	-3%	37%	-10%	-2.7%	i
COc1ccc(-c2cc(C(=O)N(C)CCc3ccc(OC)c(OC)c3)c3ccccc3n2)cc1	-0.4%	4%	-0.2%	-1%	8%	-7%	-16%	-0.1%	/
O=C(Oc1ccc(N(C(=O)c2ccncc2)S(=O)(=O)c2ccc(Cl)cc2)cc1)c1ccncc1	0.0%	0%	0.7%	-38%	10%	-27%	-6%	-4.2%	i
O=C(Nc1ccc2c(c1)OCO2)C1CC(=O)N(c2ccc(F)cc2)C1 (configuration not stated)	-0.2%	25%	1.5%	-1%	11%	10%	4%	-0.7%	/

Random excerpt: 2 entries already listed, in no set order.
SMILES	West Nile antiviral	HEK293 NOD2/NF-kB	HIV fusion peptide	NS5 inhibitors	AID2073	KOR beta-arrestin-1	NOD1 inhibition	KOR beta-arrestin-2	Yfh1-depleted yeast	others
O=C1NC(c2ccccc2)C(C(=O)c2cccs2)=C1O (configuration not stated)	0.7%	-5%	0.3%	0%	-3%	37%	-10%	-2.7%	i
CCN=C1SC(C(=O)Nc2cccc(C(=O)O)c2)CC(=O)N1CC (configuration not stated)	0.5%	-4%	-2.8%	6%	7%	-53%	-8%	/	i

(list continues)
SMILES	West Nile antiviral	HEK293 NOD2/NF-kB	HIV fusion peptide	NS5 inhibitors	AID2073	KOR beta-arrestin-1	NOD1 inhibition	KOR beta-arrestin-2	Yfh1-depleted yeast	others
CS(=O)(=O)N(CC(=O)Nc1c(F)cccc1F)Cc1ccccc1	0.3%	3%	0.7%	-2%	0%	11%	-25%	-2.2%	/	NS5 inhibitors pilot replicate=3.3
COc1ccc(CCNS(=O)(=O)c2ccc3c(c2)NC(=O)CS3)cc1OC	-0.3%	0%	0.4%	2%	2%	-31%	-11%	-1.5%	/
O=C(CCCSc1ccccc1)Nc1nc(-c2ccccn2)cs1	-0.3%	16%	2.1%	1%	-9%	-8%	12%	-7.2%	i
CCOC(=O)Cn1c(=NC(=O)C2COc3ccccc3O2)sc2cc(S(N)(=O)=O)ccc21 (configuration not stated)	-0.1%	4%	-0.1%	1%	11%	-23%	-26%	0.9%	i
N#C/C(=C/c1ccc(Sc2nc3ccccc3[nH]2)o1)c1cccc(F)c1	0.8%	35%	-0.4%	-5%	1%	-19%	76%*	-3.3%	i
